# Screening results from PubChem.
# eIF4E-4G inh: inhibitors of eIF4E and eIF4G interaction in translation initiation; P63073+Q04637; 220,000 tested, 0.37% active; TR-FRET eIF4E-eIF4GI(517-606) binding, 2 h; inhibition, % at 21.7 µM;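 active means inhibition above about 30%, limit read from the data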;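 further: 0% = full FRET control wells and 100% = background wells lacking eIF4GI fragment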
# PGE2 EP2 inh: EP2 receptor (human) inhibition | 260,000 tested, 0.52% active | P43116 | C6 glioma cells expressing human EP2, cAMP TR-FRET; cells stimulated with saturating PGE2 | AID 1422 | inhibition, % at 25 µM;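 active means percent inhibition above 40 after rounding to a whole number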;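 further: rat C6 glioma host cells with rolipram phosphodiesterase inhibitor present; the protocol text gives 20 µM as final concentration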
# Target sequence (P43116 whole entry, looked up): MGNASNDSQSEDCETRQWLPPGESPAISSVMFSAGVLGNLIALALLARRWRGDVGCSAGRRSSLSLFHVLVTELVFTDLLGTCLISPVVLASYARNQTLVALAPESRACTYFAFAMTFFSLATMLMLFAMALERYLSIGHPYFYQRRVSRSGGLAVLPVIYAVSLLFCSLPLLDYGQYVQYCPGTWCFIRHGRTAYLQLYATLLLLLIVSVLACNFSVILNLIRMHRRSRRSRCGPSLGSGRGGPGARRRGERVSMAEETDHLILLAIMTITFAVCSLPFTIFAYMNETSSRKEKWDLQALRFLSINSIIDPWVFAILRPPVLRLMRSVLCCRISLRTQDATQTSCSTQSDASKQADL
# 14-3-3 Bad inh: disrupts binding of bovine 14-3-3 zeta to phospho-Bad peptide; inhibition, % at 21.7 µM; P63103; 220,000 tested, 0.71% active; TR-FRET 14-3-3zeta/Dy647-pBad peptide displacement, 1 h;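 active means inhibition above about 70%, limit read from the data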;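 further: 0% = full 14-3-3 plus peptide FRET controls and 100% = background without 14-3-3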
# EP2 mod: modulates human prostaglandin E2 receptor EP2 signaling. P43116. EP2-expressing cells, cAMP HTRF FRET, PGE2 co-stimulation. induction, % at 25 µM. 260,000 tested, 0.83% active. AID 940;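 active means compounds whose cAMP rise, as percent of the full-agonist control response, exceeds 60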;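 further: rat C6 glioma line stably carrying human EP2 under a CMV promoter; the protocol text gives 20 µM as final concentration; 100% = response of wells given 1 µM PGE2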
# TbHK1 inh: blocks Trypanosoma brucei hexokinase 1 activity. recombinant TbHK1, G6PDH-coupled NADH A340. inhibition, % at 10 µM. 220,000 tested, 0.11% active. AID 1430;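 active means inhibition of 50% or more in the single-dose primary screen; inactive means inhibition below 50%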
# zVAD death inh: blocks zVAD induced death of L929 cells | L929 zVAD necroptosis rescue, ATP luminescence, 24 h; with zVAD 60 µM | viability rescue, % at 10 µM | 220,000 tested, 0.38% active;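 active means activation, scaled between plate controls, above about 75%, limit read from the data; inactive means activation under that limit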;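 further: 0% = zVAD with DMSO and 100% = DMSO alone without zVAD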
# Calpain2 inh: inhibitors of pig calpain II; 220,000 tested, 0.37% active; purified calpain II, fluorogenic peptide substrate, 30 min; inhibition, % at 16 µM;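 active means inhibition above about 50%, limit read from the data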
# Rad51 HR inh: blocks human Rad51 in homologous recombination; Q06609; hRad51 DNA strand exchange, fluorescence dequenching; inhibition, % at 10 µM; 200,000 tested, 0.085% active;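 active means inhibition above 40% at the single screening dose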;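 further: 0% = DMSO control wells and 100% = blanks with heterologous ssDNA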
#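 Test system: preformed human Rad51 ssDNA filaments. Compound dosing: single dose, 10 µM final compound. Incubation: filaments 15 min 37 °C, then compound 30 min. Technique: FRET fluorescence dequenching, excitation 485 nm, emission 520 nm. Read-out basis: percent inhibition from fluorescence, normalised to plate control and blank means. Benchmarks: plate controls and plate blanks.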
# Hck Nef HTS: human Hck-Nef kinase inhibition. 220,000 tested, 0.68% active. inhibition, % at 20 µM. Recombinant Hck-YEEI plus Nef, Z-Lyte FRET kinase assay. AID 463187. P08631;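 active means Hck-Nef kinase inhibition above about 50%, limit read from the data; inactive means inhibition below that limit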;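 further: 0% = DMSO with Hck plus Nef and 100% = Hck alone without Nef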
# Target sequence (P08631 whole entry, looked up): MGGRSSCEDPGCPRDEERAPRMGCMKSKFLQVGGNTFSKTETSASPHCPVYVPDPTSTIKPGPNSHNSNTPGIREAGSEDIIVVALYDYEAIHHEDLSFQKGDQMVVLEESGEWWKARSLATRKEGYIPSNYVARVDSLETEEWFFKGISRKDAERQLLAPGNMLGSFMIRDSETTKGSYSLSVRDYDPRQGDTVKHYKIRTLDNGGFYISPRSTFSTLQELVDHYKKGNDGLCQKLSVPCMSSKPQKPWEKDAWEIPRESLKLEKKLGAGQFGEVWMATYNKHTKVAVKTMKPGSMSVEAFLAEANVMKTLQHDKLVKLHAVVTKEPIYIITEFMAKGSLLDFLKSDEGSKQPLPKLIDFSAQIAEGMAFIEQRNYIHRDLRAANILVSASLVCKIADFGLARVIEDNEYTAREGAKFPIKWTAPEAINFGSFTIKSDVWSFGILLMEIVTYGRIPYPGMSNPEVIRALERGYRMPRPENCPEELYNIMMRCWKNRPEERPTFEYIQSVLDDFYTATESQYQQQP
# An asterisk follows results filed as active; nt = no result given; & = joins results of further samples; [ ] = dose if it differs, or a comment. A portion of the library; the hit share may differ from the screen's.
SMILES,eIF4E-4G inh,PGE2 EP2 inh,14-3-3 Bad inh,EP2 mod,TbHK1 inh,zVAD death inh,Calpain2 inh,Rad51 HR inh,Hck Nef HTS
Cc1cccn2cc(CCNS(=O)(=O)c3ccc4c(c3)OCCO4)nc12,1.4,11.6,-5.7,-14.1,-2.5,0.9,-13.4,3.6,0.8
CCSc1nnc(-c2sc3nnc(-c4ccccc4)c(-c4ccccc4)c3c2N)o1,-16.2,16.1,-12.7[fluorescence artefact?],10.3,-0.7,-0.2,-94.4,-442.7,-5.1
CCOC(=O)c1[nH]c(C)c(C(=O)OCC(=O)N2CCCCC2C)c1C (stereo not given),-9.7,10.5,9.2,-8.0,24.7,2.2,-25.7,-3.2,0.9
CC(C)C(=O)NCCc1nc2ccccc2n1CCCOc1ccc(Cl)cc1,2.7,3.9,0.2,-0.7,-1.6,-0.3,-48.6,-0.9,1.1
COC(=O)C(NC(C)=O)(Nc1cc(C)ccn1)C(F)(F)F (stereo not given),-3.3,3.8,-0.8,-28.6,2.7,-0.3,10.8,19.7,11.5
COc1cc(/C=C2/SC(=S)N(c3c(C)n(C)n(-c4ccccc4)c3=O)C2=O)ccc1O,3.3,9.2,-8.2,9.2,-16.9,-1.2,-20.2,-46.8,27.1
Cc1c(C(=O)O)c(-c2ccccc2)nn1-c1ccccc1,2.0,18.8,-5.8,30.2,-0.1,0.1,3.6,4.3,0.8
CCOc1ccc2c(c1)C(c1cccs1)=NNC(c1cccnc1)=N2,2.7,8.1&3.7,-0.1,4.8&4.6,-11.7,-0.3,-27.6,6.8,22.1
CCCC(=O)N1CCN(c2ccc(NC(=O)C(C)(C)C)cc2Cl)CC1,2.4,3.2,-16.9,31.7,2.7,16.4,-3.9,nt,-0.3
CCCC(=O)Nc1ccccc1-c1nnn(CC(=O)Nc2ccc(OC)cc2)n1,-10.6[fluorescence artefact?],5.0,-6.2[fluorescence artefact?],16.9,1.3,0.9,-16.8,-1.9,0.6
CC(=O)Nc1ccc(SCC(=O)N(CCC#N)c2cc(C)cc(C)c2)cc1,-0.3,12.7,5.5,-4.9,-7.5,-0.1,2.1,-5.5,-0.1
COc1ccccc1-n1c(CNC(=O)c2cccs2)n[nH]c1=S,-1.9,5.2,-12.9,5.2,9.3,0.0,12.0,4.8,14.7
CCCc1cc(=O)[nH]c(SCC(=O)CSc2nc(CCC)cc(=O)[nH]2)n1,0.0,17.4,12.3,41.8,-4.8,1.3,-12.3,2.4,5.1
CCCC(C(=O)NC1CCCC1)N(C(=O)Cn1nnc(-c2ccc(C)o2)n1)C1CCCC1 (stereo not given),-1.3[fluorescence artefact?],0.5,0.0,28.6,2.7,-0.3,8.5,-4.6,0.8
CCc1ccc(OCC(=O)NC(NC(=S)Nc2ccccc2C)C(Cl)(Cl)Cl)cc1 (stereo not given),3.3,7.3,-2.7[fluorescence artefact?],9.0,-1.1,3.1,41.9,-1.3,3.1
C=CCNc1nnc(-c2ccncc2)s1,4.1,19.1,0.0,16.3,-16.8,-0.5,-357.4,-2.9,-0.4
CS(=O)(=O)N(CC(=O)NCCSC1CCCCC1)c1cccc(F)c1,-1.6,8.4,-5.3,-18.4,32.5,0.4,2.9,-1.6,2.7
CC1=CC=CN2C1=NC(=O)CC2(C)C(=O)N(CC(=O)NC1CCCC1)c1cc(C)cc(C)c1 (stereo not given),1.3,6.8,-9.7,6.2,-8.1,-0.2,-436.9,7.9,-2.4
COc1ccc(/C=N/NC(N)=S)cc1OC(=O)c1cccc2ccccc12,-15.8,11.3,-12.3,3.6,-25.8,1.5,-97.3,-3.7,-0.6
Cc1nn(C)c(C)c1NC(=O)CCSc1nc(-c2ccco2)cc(C(F)(F)F)n1,8.7,11.9&22.7,2.3,2.3&-76.7,-23.1,-0.2,-30.2,-3.5,0.0
COc1ccc(OC)c(NC(=S)N(CCc2c(C)[nH]c3ccc(C)cc23)Cc2cccs2)c1,-1.1,10.4,-8.7,34.8,-7.2,nt,14.5,nt,-6.5
O=C(N/C(=C/C=C/c1ccccc1)C(=O)N1CCCCC1)c1ccc([N+](=O)[O-])cc1,-0.5,2.6,8.0,6.4,-8.3,0.3,-41.5,12.1,22.3
COc1ccc(-n2c(=O)c3c4c(sc3n(CC(=O)NC3CCCC3)c2=O)CCCC4)c(OC)c1,4.2,10.6,-7.3,-2.4,0.0,-0.6,14.4,3.7,7.5
CC(NC(=O)c1ccccc1F)c1nnc(SCC(=O)N2CCN(c3ccccc3)CC2)n1C (stereo not given),1.5,14.5,3.8,7.0,-2.0,1.8,11.5,4.3,-1.2
CCCCNCCOCCOc1ccccc1-c1ccccc1,-0.9,9.5,24.2,-4.8,8.5,-0.7,-14.5,nt,6.3
C=CCNC(=S)NNC(=O)c1ccc(=O)n(Cc2ccc(Cl)cc2Cl)c1,0.8,8.4,-15.3,17.9,-3.8,52.2,29.0,6.4,1.1
O=C(Nc1ccccc1)Nc1nc(-c2ccc(Cl)cc2)cs1,1.2,10.1,-5.5,12.4,-12.0,2.4,14.2,-10.1,3.2
CC1CCCCC1NC(=O)COC(=O)c1ccc2c(c1Cl)C(=O)c1ccccc1C2=O (stereo not given),2.8,7.0,-3.9[fluorescence artefact?],-5.6,7.8,3.3,22.7,-0.7,6.8
CCN(c1cccc(C)c1)S(=O)(=O)c1cccc(C(=O)O)c1,-7.8[fluorescence artefact?],9.3,1.1[fluorescence artefact?],14.1,-1.9,0.3,-18.8,2.6,0.9
O=C(NCCCN1CCCC1)c1cccc(N2CCCC2=O)c1,2.5,8.6,-3.1,6.6,-10.4,-0.1,1.5,-4.0,-0.1
CCCCN(C(=O)CSc1nnc(Nc2ccc(C)c(C)c2)s1)c1c(N)n(Cc2ccccc2)c(=O)[nH]c1=O,-42.5,22.4,-15.5,15.7,-7.9,-0.4,-471.4,-7.4,9.9
CC1=C(C(=O)NC2CCC(C)CC2)C2(CCC(C)CC2)OC1=O (stereo not given),6.3,11.8,-2.5,5.8,2.9,1.2,8.6,8.9,21.5
O=C(Cc1nnc(NC(=O)c2ccccc2)s1)N/N=C/c1ccco1,4.2,6.7,1.6,-14.6,-3.7,-0.1,2.3,-0.5,0.2
CCN(C(=O)c1cnc(NC(C)C)cc1C(F)(F)F)c1ccc(Cl)cc1Cl,3.3,6.5,1.7,26.7,-19.2,0.3,-76.7,8.3,13.1
Cc1ccc(OCC(=O)NNC(=O)CSc2ncc(C#N)c(N)n2)cc1,-0.8,1.8,-1.2,7.6,-0.3,0.8,-27.9,-8.4,1.0
Cc1cc(C)c2c(N)c(C(=O)c3ccccc3)oc2n1,7.3,5.9,-1.2,-3.2,-24.8,1.7,17.6,nt,9.7
O=C(NC(=S)Nc1ccccc1[N+](=O)[O-])c1ccco1,-4.9,8.4,-5.2,-4.0,6.7,-0.1,13.2,-8.8,13.2
CCC/C(O)=C1\C(=O)CC(c2ccccc2)CC1=NC (stereo not given),-2.0,16.0,3.5,-14.1,0.0,-1.1,-12.6,0.9,3.4
Cc1ccc(C(=O)NCCN2CCOCC2)cc1Cl,-12.4,6.4,2.1,10.7,4.2,1.3,10.4,2.9,0.5
Cc1c(NC(=O)C(C)n2cc([N+](=O)[O-])cn2)c(=O)n(-c2ccccc2)n1C (stereo not given),-1.7,0.6,-0.8,2.3,1.9,0.9,20.5,1.6,25.2
O=C(Nc1ccc(S(=O)(=O)N2CCOCC2)cc1)c1ccc([N+](=O)[O-])o1,-1.1,49.1*,2.8,-42.9,-31.6,53.7,2.2,4.4,14.7
CCC1(c2ccc(Cl)cc2)NC(=S)N(c2ccc(C)c(C)c2)N1 (stereo not given),-5.8,14.5,-5.2,-2.0,3.6,-0.3,-9.4,nt,-26.1
CSc1sc(C)cc1C1C(C#N)=C(N)N(c2cccnc2)C2=C1C(=O)CC(C)(C)C2 (stereo not given),-3.8[fluorescence artefact?],7.3,11.7[fluorescence artefact?],1.0,-14.4,-0.9,12.7,-0.7,1.9
CCCCn1c(SCC(=O)Nc2nnc(CC)s2)nc2c1c(=O)n(C)c(=O)n2C,4.6,3.6,15.0,0.8,6.6,0.4,8.4,4.4,5.9
COC(=O)C(C(=O)OC)=C(/C=C/C=C/N(C)C)N(C)C,-15.4,13.6,-0.9,5.8,-15.2,1.5,0.1,nt,-0.6
O=C(COc1cccnc1[N+](=O)[O-])Nc1ccc(S(=O)(=O)N2CCOCC2)cc1,-2.1,10.6,4.7,-7.5,2.2,1.9,15.1,3.0,10.4
CC(=O)N1c2ccc(Cl)cc2C2C=CCC2C1c1cccc2ccccc12 (stereo not given),-1.3,8.2,-14.6[fluorescence artefact?],29.3,27.1,0.3,-47.8,nt,2.6
COc1ccc(C)cc1NC(=O)CN1CCN(S(=O)(=O)c2ccc(Cl)cc2)CC1,-10.9,5.2,-10.1,1.9,-6.5,-0.1,-15.4,9.8,-0.1

# 3 structures out of the list, arranged by heavy-atom count, ascending:
SMILES,eIF4E-4G inh,PGE2 EP2 inh,14-3-3 Bad inh,EP2 mod,TbHK1 inh,zVAD death inh,Calpain2 inh,Rad51 HR inh,Hck Nef HTS
Cc1ccc(C(=O)NCCN2CCOCC2)cc1Cl,-12.4,6.4,2.1,10.7,4.2,1.3,10.4,2.9,0.5
COC(=O)C(C(=O)OC)=C(/C=C/C=C/N(C)C)N(C)C,-15.4,13.6,-0.9,5.8,-15.2,1.5,0.1,nt,-0.6
Cc1c(NC(=O)C(C)n2cc([N+](=O)[O-])cn2)c(=O)n(-c2ccccc2)n1C (stereo not given),-1.7,0.6,-0.8,2.3,1.9,0.9,20.5,1.6,25.2

# Additional results follow:
SMILES,eIF4E-4G inh,PGE2 EP2 inh,14-3-3 Bad inh,EP2 mod,TbHK1 inh,zVAD death inh,Calpain2 inh,Rad51 HR inh,Hck Nef HTS
COc1ccccc1N1CCN(c2ccc(Cl)nn2)CC1,6.8,1.7,-10.3,-2.7,-3.2,1.0,-26.2,-5.1,19.7
CN(C)C(=O)c1c(NC(=O)c2ccco2)sc2c1CCCCC2,-1.7,14.7,-9.2,5.4,-8.8,0.8,1.6,-2.0,6.7
COc1ccc(CSc2ncn[nH]2)cc1[N+](=O)[O-],20.1,8.2,2.3[fluorescence artefact?],22.5,-4.8,0.0,-4.6,3.7,3.2
Clc1ccc(Oc2nc(N3CCOCC3)nc(N3CCOCC3)n2)cc1,3.2[fluorescence artefact?],11.9,-8.5[fluorescence artefact?],18.6,-3.0,0.0,-29.5,2.8,-1.2
COc1ccc(C(=O)N(C)c2c(C)n(C)n(-c3ccccc3)c2=O)cc1OC,-1.6,6.7,4.1,16.4,2.2,0.4,69.9*,-2.9,6.9
NC(=S)Nc1ccc2c(c1)OCO2,-1.1,9.5,-10.0,-3.8,0.7,1.0,1.9,-1.6,18.8

# Three entries from above, with tabs:
structure	eIF4E-4G inh	PGE2 EP2 inh	14-3-3 Bad inh	EP2 mod	TbHK1 inh	zVAD death inh	Calpain2 inh	Rad51 HR inh	Hck Nef HTS
COc1ccccc1N1CCN(c2ccc(Cl)nn2)CC1	6.8	1.7	-10.3	-2.7	-3.2	1.0	-26.2	-5.1	19.7
CN(C)C(=O)c1c(NC(=O)c2ccco2)sc2c1CCCCC2	-1.7	14.7	-9.2	5.4	-8.8	0.8	1.6	-2.0	6.7
COc1ccc(CSc2ncn[nH]2)cc1[N+](=O)[O-]	20.1	8.2	2.3[fluorescence artefact?]	22.5	-4.8	0.0	-4.6	3.7	3.2
